Scp-1 inhibitor: blocks human Scp-1 phosphatase activity | Q9GZU7 | Recombinant Scp1, phosphopeptide, malachite green phosphate absorbance | inhibition, % at 20 µM | hit rate 0.88% among 340,000;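 active means inhibition above about 50% at 20 µM, limit read from the data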;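 further: plate controls were DMSO wells with enzyme for no effect and wells lacking enzyme for full effect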
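Test system – truncated SCP-1 phosphatase (76-261aa) · Reagent – Phosphorylated 17-residue peptide substrate · Incubation – 45 min room-temperature reaction, 5 min colour, 30 min stabiliser · Detection – colorimetric phosphate reagent with accelerator and stabiliser, absorbance at 630 nm · Measure – % inhibition at 20 µM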
LMPTP block: blocks human LMPTP phosphatase. AID 651560. inhibition, % at 20 µM. recombinant LMPTP-A, OMFP fluorogenic substrate, fluorescence intensity. hit rate 0.22% among 360,000;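 active means compounds that cut the enzyme signal by at least half of the control window in the single-dose screen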;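 further: plate controls were DMSO wells with enzyme plus substrate for no effect and substrate without enzyme for full effect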
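material = LMPTP-A | quantity = 0.625 nM enzyme | reagent = OMFP substrate, 400 µM final | buffer or medium = Bis-Tris pH 6.0, DTT, detergent | detection = endpoint fluorescence intensity from OMFP dephosphorylation | dosing = single 20 µM dose | read-out basis = % inhibition relative to no-enzyme and uninhibited control wells | control set = no-enzyme and uninhibited controls | timing = 50 min at room temperature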
SUMO1 PPI mod: modulators of human SUMO1-mediated protein-protein interactions. P63165. SUMO1 binding to a labelled peptide, TR-FRET, 1 h. inhibition, % at 20 µM. hit rate 0.33% among 360,000; in the data active means inhibition above about 37%
STEP block: STEP (human) phosphatase inhibition. AID 588621. P54829. recombinant STEP, OMFP fluorogenic substrate, fluorescence. hit rate 0.25% among 360,000. inhibition, % at 20 µM;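 active means inhibition at 20 µM, scaled per plate between control wells, above about 37%, limit read from the data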;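 further: 0% = DMSO with enzyme and substrate and 100% = substrate only without enzyme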
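Test system: STEP tyrosine phosphatase / Reagent: OMFP at 25 µM / Doses: 20 µM, 1% DMSO / Read-out: percent inhibition scaled to no-enzyme and uninhibited-enzyme controls, plate-pattern corrected / Detection: FITC-channel fluorescence of OMFP product / Medium: Bis-Tris buffer pH 6.0, 2.5 mM DTT, 0.005% Tween 20 / Schedule: 20 min at room temperature, dark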
CendR NRP1 mod: alters CendR peptide binding to human NRP-1; inhibition, % at 25 µM; O14786; FAM-RPARPAR peptide binding to NRP-1, fluorescence polarization; hit rate 0.85% among 360,000;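 active means inhibition or corrected inhibition above about 18%, plus a signal ratio from 0.5 to 1.5, limit read from the data, passing the limit was not always enough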; further: strong numbers were not always called active
DNMT1 inh: DNMT1 (human) enzyme inhibition; P26358; inhibition (reported as % activation of signal), % at 10 µM; hit rate 0.83% among 360,000; DNMT1 molecular beacon, Hinp1I cleavage, fluorescence; in the data active means inhibition above about 50%
Rpn11 inh: inhibitors of human proteasome Rpn11; O00487; human 26S proteasome, Ub4-pepOG fluorescence polarization; 20S core pre-blocked with epoxomicin; calls only at 20 µM; hit rate 0.59% among 360,000; AID 588493;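 active means inhibition at 20 µM, scaled to each plate's controls, above about 33%, limit read from the data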
MT1-MMP act inh: blocks activation of human MT1-MMP; P50281; HT1080 RFP-PRO-GFP cells, GFP/RFP ratio fluorescence, overnight; percent of plate control window, DMSO zero; GFP/RFP ratio change, % at 20 µM; hit rate 0.061% among 360,000; AID 651647;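 active means GFP/RFP ratio change of at least 30% with cell ATP level not reduced by more than half and red fluorescence within 50% of control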; further: strong numbers were not always called active
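Test system: HT1080 RFP-PRO-GFP cells; Benchmarks: DMSO and RFP-L50D-GFP cell wells; Timing: cells overnight before dosing, compound overnight, 37 °C, 5% CO2; Compound: one 20 µM compound dose with 1% DMSO; Read-out: GFP/RFP fluorescence ratio.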
NadD block: NadD (S. aureus) enzyme inhibition; hit rate 0.78% among 360,000; purified NadD enzyme, colorimetric absorbance read-out; inhibition, % at 20 µM; in the data active means inhibition above about 26%; further: some compounds past the cut are filed as inactive
SKN-1 block: inhibitors of C. elegans SKN-1; hit rate 0.49% among 360,000; C. elegans VP596 Pgst-4::GFP/RFP ratio, acrylamide-induced, 24 h; inhibition, % at 21.8 µM; AID 624304;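 active means interference check ratio from 0.5 to 1.5 plus GFP to RFP signal ratio inhibition reaching or exceeding a fixed threshold, cut at about 30% in these data, passing the limit was not always enough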; further: some compounds called inactive have numbers as strong as hits
The depositor's hits bear a star; i = inactive; · = not tested or not shown.

canonical_smiles | SUMO1 PPI mod | Rpn11 inh | LMPTP block | Scp-1 inhibitor | SKN-1 block | MT1-MMP act inh | DNMT1 inh | NadD block | CendR NRP1 mod | STEP block
O=S(=O)(NC1CCCC1)c1cccc(S(=O)(=O)N2CCC(n3nnc4ccccc43)CC2)c1 | 2 | i | 2.4 | -8 | -5 | 7 | -9 | 0 | 4 | 0
O=C(CCCC(=O)N1CCCC1)N1CCCC1 | 5 | i | -1.0 | -12 | 4 | -1 | 1 | 2 | 2 | -3
CC1CC(C)(C)NC(=O)O1 (stereo not given) | 2 | i | -1.3 | 0 | -17 | 6 | 0 | 0 | 12 | -2
O=C(c1ccccc1)C1CC1c1ccccc1 (stereo not given) | 9 | i | -0.8 | · | 5 | -2 | 6 | -1 | 38* | 1
O=C(COc1ccc(/C=N/NS(=O)(=O)c2ccccc2)cc1)Nc1ccc(F)cc1 | -5 | i | 0.2 | -5 | -8 | -2 | -2 | 4 | 1 | -2
CC(C)c1ccc(NC(=O)COc2ccc(F)cc2C(=O)c2cnn(-c3ccccc3)c2)cc1 | -4 | i | 3.3 | -12 | 12 | -4 | -2 | -7 | -3 | 0
Cn1c(-c2ccccc2)cc2c3no[n+]([O-])c3ccc21 | -7 | i | -0.3 | -10 | 16 | -13 | 0 | -10 | 4 | -2
Cc1cccc(CCNC(=O)C2CCC(CNS(=O)(=O)c3cccs3)CC2)c1 (stereo not given) | 3 | i | 0.6 | -4 | -10 | -8 | 4 | -2 | -1 | 0
CC(C)Oc1ccc(C2CC(=O)N(Nc3ccc([N+](=O)[O-])cc3[N+](=O)[O-])C2=O)cc1 (stereo not given) | -30 | i | 0.5 | -7 | -3 | 2 | -11 | -4 | -2 | 0
CCN(CC)S(=O)(=O)c1ccc2c(c1)nc(SCC(=O)N1CCOCC1)n2-c1ccccc1OC | -5 | i | -0.5 | 1 | 2 | 6 | -3 | 14 | 4 | 1
CCOc1ccc(-c2nc(N)ncc2-c2ccccc2)c(O)c1 | 1 | i | 2.1 | 3 | 1 | 4 | -8 | 0 | -4 | -2
CC(C)CCNC(=O)c1ccc2nc[nH]c2c1 | -1 | i | -0.4 | -3 | -22 | · | 5 | 7 | 5 | 1
N#Cc1ccc(CSc2nnc(-c3cccnc3)o2)cc1 | 2 | i | -0.6 | 3 | 12 | 0 | -2 | -7 | -22 | 0
Cn1c(=O)c2c(nc(N/N=C/c3cccnc3)n2Cc2ccc(F)cc2)n(C)c1=O | 2 | i | -0.1 | -13 | -4 | -1 | -2 | -2 | 12 | -2
COc1ccc(C2CC(=O)c3cnc(NC(=O)c4ccco4)nc3C2)cc1 (stereo not given) | -5 | i | 0.7 | -2 | 3 | -4 | 2 | -5 | 10 | 0

(continued)
canonical_smiles | SUMO1 PPI mod | Rpn11 inh | LMPTP block | Scp-1 inhibitor | SKN-1 block | MT1-MMP act inh | DNMT1 inh | NadD block | CendR NRP1 mod | STEP block
Cc1ccc(S(=O)(=O)N2CCCCC2)cc1NC(=O)CSc1nnnn1C | 2 | i | -2.0 | 7 | -1 | -3 | 3 | -11 | -6 | -3
c1ccc(-c2ccc(-c3cn4c(n3)CCC4)cc2)cc1 | -6 | i | 3.2 | -7 | 25 | -6 | -9 | -5 | 4 | 7
COCCNc1nc2c(-c3cccc(C(F)(F)F)c3)nnn2c2ccccc12 | -41 | i | -1.1 | -12 | 19 | 0 | 3 | -11 | -11 | -1
CS(=O)(=O)c1ccc2nc(NC(=O)c3cccs3)sc2c1 | 5 | i | 0.9 | -10 | 73 | 5 | 1 | 3 | 4 | 2
COc1ccc(OC)c2sc(NC(=O)CCS(=O)(=O)c3ccccc3)nc12 | 3 | i | 0.5 | -5 | 24 | 3 | -9 | -4 | -1 | 2
Cn1c(NC(=O)c2ccccc2)nc2ccccc21 | 3 | i | -1.8 | -6 | 5 | 5 | -1 | -4 | 2 | 0
CCN(CC)C(=O)c1sc(NC(=O)c2ccco2)c(C#N)c1C | 8 | i | 0.8 | -5 | -5 | -10 | -3 | 1 | -19 | 2
CCn1c(SCC(=O)c2ccc(O)c(O)c2)nnc1-c1ccccc1 | 8 | i | 0.9 | 13 | 1 | 8 | 8 | 3 | -17 | 0
COc1ccc(-c2n[nH]c(C)c2-c2ccccc2OC)c(O)c1 | 3 | i | 0.6 | -2 | 13 | -5 | -3 | -3 | 7 | -2
CC(C)(C)NC(=O)C(=O)NNC(=O)c1cccc([N+](=O)[O-])c1 | -12 | i | 0.8 | 1 | 5 | -2 | 2 | -1 | 6 | 0
Cc1ccc(CSc2ccc(S(=O)(=O)N3CCOCC3)cn2)cc1 | 1 | i | 0.3 | -10 | 18 | 3 | 1 | -7 | 12 | 2
O=C(NCc1nnc2c3ccccc3c(-c3ccccc3)nn12)c1ccc(Cl)cc1 | 1 | i | 0.5 | -5 | -3 | 1 | -3 | 13 | 0 | 1
OC(c1cccnc1)c1nc(-c2cccc(F)c2)cs1 (stereo not given) | -3 | i | -0.1 | · | 9 | 1 | 2 | -4 | 8 | -1
CCOc1ccc(NC(=O)CN(C)C(=O)CCSc2ccc(F)cc2)cc1OCC | 4 | i | -1.1 | -13 | 1 | 5 | 3 | -2 | 9 | -2
O=C(CSc1nc(-c2ccco2)cc(C(F)(F)F)n1)N1CCN(c2cccc(Cl)c2)CC1 | -4 | i | 6.5 | -3 | 27 | 2 | -7 | 6 | 3 | 1

Carrying on:
canonical_smiles | SUMO1 PPI mod | Rpn11 inh | LMPTP block | Scp-1 inhibitor | SKN-1 block | MT1-MMP act inh | DNMT1 inh | NadD block | CendR NRP1 mod | STEP block
CC1(C2CC2)NC(=O)N(CC(=O)Nc2ccc(F)cc2F)C1=O (stereo not given) | 0 | i | -1.7 | -1 | 8 | 2 | 5 | 2 | 24 | -1
CCCCCCn1c(SCCC)nc2c1c(=O)[nH]c(=O)n2C | -2 | i | 0.8 | -5 | 5 | 2 | 7 | -2 | 3 | 3
Cc1ccc(S(=O)(=O)N2CCOCC2)cc1NC(=O)c1ccncc1 | -39 | i | -11 | · | 7 | -2 | -7 | 3 | 23 | -4
CCOc1ccc(C(=O)Nc2ccccc2N2CCOCC2)cc1 | -2 | i | 0.2 | -1 | 6 | 3 | 26 | -2 | 5 | -2
CCn1cc(CNCc2cn(-c3ccccc3C)nc2-c2ccc(OC)c(F)c2)cn1 | 1 | i | -0.8 | -8 | -7 | 2 | -2 | -12 | -2 | 0
N=c1c(C(=O)NCC2CCCO2)cc2c(=O)n3ccccc3nc2n1Cc1cccnc1 (stereo not given) | -16 | i | 0.8 | -5 | 9 | -10 | -3 | -3 | 12 | -4
CC(C)(C)NC(=O)CSc1nncn1NCc1c(Cl)cccc1Cl | -1 | i | 0.1 | 0 | 7 | 1 | 0 | 7 | 10 | -4
CCCCN(CCCC)/C(N)=N/c1nc(C)cc(C)n1 | 1 | i | -0.9 | -2 | -3 | -4 | 0 | -7 | -13 | -3
O=C(NNc1cccc(Cl)n1)c1ccc(Cl)nc1 | 5 | i | -1.0 | -7 | 4 | -1 | -1 | -1 | 8 | 1
O=C(c1ccc(CS(=O)Cc2ccccc2Cl)o1)N1CCN(C2CCCCC2)CC1 (stereo not given) | -2 | i | -2.8 | -7 | -10 | 2 | -1 | -1 | 0 | 1
C[C@H]1CN=C(Nc2ccccc2)N1CCCC1CCCCC1 | 0 | i | -1.0 | -8 | 9 | 3 | 5 | -5 | 0 | 1
C=CCOc1c(Cl)cc(C2NC(=O)NC(C)=C2C(=O)OC)cc1Cl (stereo not given) | 7 | i | 0.4 | -6 | 11 | 6 | 1 | -3 | -12 | 1
Nc1nc[nH]c(=O)c1N=Cc1ccccc1 | -4 | i | -0.1 | -10 | -2 | -2 | -1 | -8 | -11 | 0
COc1ccc(Oc2nnnn2-c2ccccc2)cc1 | -3 | i | 0.7 | -13 | 15 | 3 | -1 | 1 | -4 | 1
COc1cccc(NC(=O)c2ccccc2-c2nc(-c3ccccc3)no2)c1 | 2 | i | 3.2 | -6 | -12 | 5 | -2 | -8 | 6 | 1

The final 2 compounds of the part above are carried over, then new ones follow:
canonical_smiles | SUMO1 PPI mod | Rpn11 inh | LMPTP block | Scp-1 inhibitor | SKN-1 block | MT1-MMP act inh | DNMT1 inh | NadD block | CendR NRP1 mod | STEP block
COc1ccc(Oc2nnnn2-c2ccccc2)cc1 | -3 | i | 0.7 | -13 | 15 | 3 | -1 | 1 | -4 | 1
COc1cccc(NC(=O)c2ccccc2-c2nc(-c3ccccc3)no2)c1 | 2 | i | 3.2 | -6 | -12 | 5 | -2 | -8 | 6 | 1
Cc1ccc(N2C(=O)CSCC2=O)cc1 | 2 | i | -1.3 | 4 | -5 | -1 | 3 | 3 | 2 | -2
Cc1ccc(S(=O)(=O)C2(C(=O)N3CCN(C4CCCCC4)CC3)CC2)cc1 | 2 | i | -0.3 | 2 | 7 | -1 | 2 | -3 | -7 | 1
C[C@H](CO)N1C[C@H](C)[C@@H](CN(C)C(=O)Nc2ccccc2)Oc2ccc(NC(=O)Cc3ccccc3)cc2C1=O | 7 | i | 1.1 | -3 | -19 | 1 | 3 | 1 | 9 | -2
O=C(Nc1ccccc1)N(Cc1ccccc1)C1=NCCS1 | -2 | i | -1.5 | -2 | -16 | 0 | 4 | 7 | -4 | -2
CCOC(=O)c1ccccc1NC(=O)CSc1nnnn1C1CCCCC1 | -3 | i | 1.2 | -14 | 6 | 0 | 1 | -3 | -1 | 0
CCC(=O)Nc1ccc(S(=O)(=O)NC[C@H]2O[C@@H](n3cc(C)c(=O)[nH]c3=O)C[C@@H]2O)cc1 | 1 | i | -1.6 | · | 6 | 2 | 2 | 0 | -6 | 0
COc1ccc(C2SCCN2S(=O)(=O)c2ccccc2)cc1OC (stereo not given) | 3 | i | 0.0 | -8 | 8 | 1 | 2 | 5 | -9 | -3
O=C(CSc1nnc(-c2ccccc2)n1C1CCCCC1)Nc1ccc(S(=O)(=O)Nc2ccccn2)cc1 | 4 | i | 5.7 | 6 | 3 | -6 | -3 | 15 | 2 | 6
O=[N+]([O-])c1ccc(/C=N/NC2=NS(=O)(=O)c3ccccc32)cc1 | -23 | i | -1.7 | 3 | -7 | 0 | 6 | -2 | -4 | 5
COc1ccccc1NC(=O)c1cc([N+](=O)[O-])ccc1N1CCOCC1 | -33 | i | -0.3 | -2 | 4 | -4 | -3 | -1 | 1 | -1
CCn1c(C)c(C(C)=O)c(N2CCN(C(=O)c3ccco3)CC2)nc1=S | -3 | i | -2.6 | -8 | 2 | -8 | 6 | 7 | -2 | -1
Cc1ccc([N+](=O)[O-])cc1S(=O)(=O)Nc1ccccn1 | -12 | i | -1.0 | 0 | -1 | 1 | -7 | 1 | -3 | 4

Source: PubChem BioAssay
